From PubChem BioAssay
TIM10 inh: growth inhibitors of TIM10 yeast strain; S. cerevisiae TIM10 strain growth, BacTiter-Glo luminescence, 24 h; inhibition, % at 10 µM; 330,000 compounds, 1.4% hits;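 active means inhibition of 40% or more at the single tested concentration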;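 further: wild-type TIM10 isogenic control strain grown at permissive 25 °C; 0% = DMSO yeast wells and 100% = minimal medium wells without yeast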
APJ ag: activates the human apelin receptor APJ | CHO-K1 APJ PathHunter beta-arrestin, luminescence; 0% DMSO wells, 100% apelin | 330,000 compounds, 0.11% hits | P35414 | activation, % at 20 µM;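 active means activation more than six SD over the plate average, tested at 20 µM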;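 further: 0% = DMSO alone and 100% = apelin-13 at 10 nM; some results filed as inactive read as strong as hits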
Target sequence (P35414 whole entry, looked up): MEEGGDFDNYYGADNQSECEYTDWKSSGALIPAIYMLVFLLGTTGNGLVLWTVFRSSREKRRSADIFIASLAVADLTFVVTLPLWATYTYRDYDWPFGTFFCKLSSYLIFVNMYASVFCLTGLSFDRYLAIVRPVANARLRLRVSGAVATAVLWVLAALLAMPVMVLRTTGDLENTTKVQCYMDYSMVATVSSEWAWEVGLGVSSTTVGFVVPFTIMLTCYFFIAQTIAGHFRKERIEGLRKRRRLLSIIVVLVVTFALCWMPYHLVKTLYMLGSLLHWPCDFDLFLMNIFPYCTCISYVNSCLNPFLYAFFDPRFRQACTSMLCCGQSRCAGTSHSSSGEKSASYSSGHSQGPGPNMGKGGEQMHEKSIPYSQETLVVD
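Test system: CHO-K1 APJ beta-arrestin complementation cell line | Compound: Single test compound dose, 20 µM final, 1% DMSO | Incubation: Compound 90 min 25 °C, reagent 1 h | Measured by: beta-gal luminescence | Read-out basis: APJ–arrestin association signal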
NLRP3 yeast inh: inhibitors of NALP3 inflammasome in yeast | 330,000 compounds, 0.39% hits | inhibition, % at 10 µM | Yeast reconstituted NLRP3/ASC/caspase-1, beta-gal luminescence, 24 h;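 active means inhibition of 50% or more; inactive means inhibition below 50%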;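 further: plate controls were induced DMSO wells for no effect and uninduced yeast grown without galactose for full effect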
CHOP UPR activ: apoptotic UPR (CHOP) activation; 330,000 compounds, 0.34% hits; CHO-CHOP luciferase reporter, luminescence; percent of tunicamycin response over DMSO baseline; activation, % at 10 µM;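 active means at 10 µM dose, activation of 40% or more, normalized to positive control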;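 further: 100% = tunicamycin at 10 µg/mL and 0% = DMSO alone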
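Assay system: CHO-CHOP cells, stable luciferase reporter of PERK-eIF2a-CHOP signalling / Buffer or medium: F12 plus 10% serum / Compound dosing: one dose, 10 µM in 0.5% DMSO / Times: 6 h compound treatment, 37 °C / Technique: luciferase luminescence / Read-out: % reporter activation, DMSO baseline versus tunicamycin full activation / Benchmarks: tunicamycin and DMSO controls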
tim23-1 inh: inhibits growth of tim23-1 mutant yeast; S. cerevisiae tim23-1 growth, BacTiter-Glo luminescence, 24 h; inhibition, % at 20 µM; 330,000 compounds, 1.3% hits;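 active means growth inhibition of the mutant yeast at or above 50%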;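 further: temperature-sensitive mutant grown at 25 °C; plate controls were DMSO-treated mutant yeast for no effect and medium wells lacking yeast for full effect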
tim10-1 inh: inhibits growth of tim10-1 mutant yeast. S. cerevisiae tim10-1 ts strain growth, BacTiter-Glo, 24 h. 330,000 compounds, 2.2% hits. inhibition, % at 20 µM. AID 463190;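 active means inhibition of at least 40%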;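 further: mutant grown at 25 °C; 0% = DMSO wells with yeast and 100% = wells holding no yeast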
UPR XBP1 act: activators of adaptive arm of unfolded protein response (XBP1) | CHO-XBP1 luciferase reporter, IRE1-XBP1 UPR activation, luminescence; percent of tunicamycin response, DMSO as zero | activation, % at 20 µM | 330,000 compounds, 0.33% hits | AID 463104;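 active means versus positive control, 20 µM dose yields 30% or more activation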;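 further: 100% = tunicamycin at 10 µg/mL and 0% = DMSO only wells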
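Material – CHO cell line with stable XBP1 luciferase reporter · Buffer or medium – F12 plus 10% FBS · Compound – single point, 20 µM final compound, 1% DMSO · Schedule – 16-18 h cell attachment at 37 °C, then 6 h compound exposure · Signal – Steady-Glo luminescence read · Benchmarks – high control tunicamycin 10 µg/mL final, low control DMSO vehicle only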
Mdm2-MdmX inh: disrupts the human Mdm2-MdmX interaction; O15151+Q00987; SaOS-2 split-luciferase Mdm2/MdmX complementation, luminescence; inhibition, % at 8 µM; 330,000 compounds, 3% hits;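 active means inhibition of at least 50% at 8 µM in the primary screen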
GRIN3A LBD mod: modulates the human NR3A ligand-binding domain | Tm shift relative to glycine control, % at 25 µM | NR3A LBD differential scanning fluorimetry, Tm shift; 0% = protein alone, 100% = glycine-bound protein | 340,000 compounds, 2.5% hits;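 active means melting temperature shift of at least 10% of the positive control shift, at one fixed dose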
Numbers without * were called inactive.

SMILES | TIM10 inh | APJ ag | NLRP3 yeast inh | CHOP UPR activ | tim23-1 inh | tim10-1 inh | UPR XBP1 act | Mdm2-MdmX inh | GRIN3A LBD mod
CC(=O)OC1C(OC(C)=O)N(C(C)=O)C(=O)N1C(C)=O (stereo not given) | -12.4 | -0.3 | -4.0 | -0.9 | 11.8 | 12.6 | -5.1 | 15.9 | -1.3
COC(=O)C(O)(NC(=O)NC(C)=O)C(F)(F)F (stereo not given) | 6.0 | -0.7 | 3.9 | 0.2 | 7.6 | 9.0 | -3.9 | -8.4 | 0.5
CC1CCCC(C)N1C(=O)COC(=O)CCC(=O)c1ccc(F)cc1 (stereo not given) | -2.8 | -2.7 | 31.9 | 0.6 | 4.3 | 13.0 | 0.4 | 23.7 | 0.3
COc1cccc(/C=C2\N=C(C3CCCCC3)OC2=O)c1OC | 35.1 | -1.5 | 9.3 | 1.6 | 31.5 | 47.4* | -0.9 | -5.2 | 1.2
O=C1CSc2ccccc2N1Cc1ccc(F)cc1 | -4.2 | -2.6 | 7.4 | 1.8 | 6.8 | -14.0 | -1.0 | -6.0 | -1.3
COC(=O)c1ccc(C)c(NC(=O)CN(c2ccc3c(c2)OCO3)S(C)(=O)=O)c1 | -1.5 | -2.1 | 5.3 | 0.7 | 11.5 | 3.7 | -1.1 | 12.9 | -1.7
COc1ccc(NC(=O)NCc2ccccn2)cc1 | -11.7 | -3.9 | -10.1 | 0.0 | 14.1 | 5.4 | -0.9 | 21.4 | 2.2
CC(=O)NC(C)c1nc2ccccc2n1Cc1ccccc1F (stereo not given) | 7.4 | -2.4 | -15.8 | 0.2 | -2.6 | 8.2 | 0.8 | 6.9 | 0.2
CCc1ccc(CN2CCC(n3nccc3NC(=O)c3ccccc3C)CC2)cc1 | 8.4 | -6.2 | 24.3 | 0.0 | 20.2 | 20.1 | -6.1 | 13.2 | 2.1
Cc1ccc(C(=O)N(CC(=O)NC2CCCC2)Cc2cccs2)s1 | 7.3 | -1.1 | 5.4 | 1.0 | 17.5 | 26.0 | -2.6 | 14.4 | -0.3
COc1ccccc1NS(=O)(=O)c1ccc(OC)c(OC)c1 | 5.0 | 1.2 | -6.3 | -0.6 | 10.9 | 15.2 | -1.7 | -3.4 | 1.2
CC(=O)Nc1ccc(NC(=O)CSc2nccn2Cc2ccc(Cl)cc2)cc1 | 2.7 | 4.3 | 15.7 | -1.1 | 7.7 | 27.2 | -2.7 | -12.4 | 1.6
COc1ccc(C2c3[nH]c4ccccc4c3CCN2Cc2ccoc2)c(F)c1 (stereo not given) | 10.5 | -1.8 | 8.1 | 1.0 | 19.6 | 9.8 | -0.6 | 29.1 | -19.9
COc1ccc(CCN2CC(C(=O)N(C)CC(=O)Nc3ccc(Cl)c(C(F)(F)F)c3)CC2=O)cc1OC (stereo not given) | 10.7 | 1.4 | 14.4 | -1.2 | -37.2 | 0.2 | -3.0 | 21.1 | -0.1
Cc1cc(=O)n2nc(N3CCCC3C(=O)NCc3ccccn3)sc2n1 (stereo not given) | 4.4 | -3.8 | -21.6 | -1.6 | -0.1 | 5.4 | 2.1 | 12.4 | -0.8
CS(=O)(=O)c1ccccc1-c1nnc(NC(=O)c2ccc(S(=O)(=O)N3CCCC3)cc2)o1 | 4.9 | 6.9 | 1.8 | 1.7 | 15.3 | 8.5 | 0.6 | 6.5 | -1.3
COC(=O)COc1ccc2c(-c3ccc(OC)cc3)cc(=O)oc2c1 | 23.1 | 0.8 | 10.6 | 0.8 | 29.7 | 19.2 | -2.5 | 48.8 | 0.1
Cc1cccc([C@@H]2[C@@H]3C(=O)N(Cc4ccccc4)C(=O)[C@@H]3[C@]3(CC(C)C)C(=O)N(c4cccc(F)c4)C(=O)N23)c1 | 4.7 | -1.7 | 12.5 | 4.8 | 31.1 | 17.7 | -2.2 | 36.5 | -4.9
Cc1cc2oc(C(=O)Nc3ccc(S(=O)(=O)Nc4nccs4)cc3)cc(=O)c2cc1Cl | 9.0 | -1.9 | -6.7 | 0.6 | -0.1 | 9.0 | -3.1 | 25.2 | 17.4*
CCN(CC)c1ccc(/C=C(/C#N)C(=O)NCc2ccccc2)o1 | 22.3 | 0.7 | 27.0 | 8.2 | 11.3 | 28.6 | 8.0 | -18.9 | -3.4

The list goes on; it opens with the six that closed the last part.
SMILES | TIM10 inh | APJ ag | NLRP3 yeast inh | CHOP UPR activ | tim23-1 inh | tim10-1 inh | UPR XBP1 act | Mdm2-MdmX inh | GRIN3A LBD mod
Cc1cc(=O)n2nc(N3CCCC3C(=O)NCc3ccccn3)sc2n1 (stereo not given) | 4.4 | -3.8 | -21.6 | -1.6 | -0.1 | 5.4 | 2.1 | 12.4 | -0.8
CS(=O)(=O)c1ccccc1-c1nnc(NC(=O)c2ccc(S(=O)(=O)N3CCCC3)cc2)o1 | 4.9 | 6.9 | 1.8 | 1.7 | 15.3 | 8.5 | 0.6 | 6.5 | -1.3
COC(=O)COc1ccc2c(-c3ccc(OC)cc3)cc(=O)oc2c1 | 23.1 | 0.8 | 10.6 | 0.8 | 29.7 | 19.2 | -2.5 | 48.8 | 0.1
Cc1cccc([C@@H]2[C@@H]3C(=O)N(Cc4ccccc4)C(=O)[C@@H]3[C@]3(CC(C)C)C(=O)N(c4cccc(F)c4)C(=O)N23)c1 | 4.7 | -1.7 | 12.5 | 4.8 | 31.1 | 17.7 | -2.2 | 36.5 | -4.9
Cc1cc2oc(C(=O)Nc3ccc(S(=O)(=O)Nc4nccs4)cc3)cc(=O)c2cc1Cl | 9.0 | -1.9 | -6.7 | 0.6 | -0.1 | 9.0 | -3.1 | 25.2 | 17.4*
CCN(CC)c1ccc(/C=C(/C#N)C(=O)NCc2ccccc2)o1 | 22.3 | 0.7 | 27.0 | 8.2 | 11.3 | 28.6 | 8.0 | -18.9 | -3.4
O=C1N(Cc2ccc(F)cc2)CCN1c1ccc(F)cc1 | 15.5 | -2.8 | 10.9 | 5.0 | 0.2 | 11.0 | 0.9 | 4.2 | 0.4
CC1(NC(=O)NCc2ccccc2)CCS(=O)(=O)C1 (stereo not given) | 0.7 | -2.6 | 17.9 | -0.1 | 9.1 | -3.6 | -0.1 | 9.8 | -2.2
Cc1cc(C)n2nc(SC(C)C(=O)N3CCCC3)nc2n1 (stereo not given) | 5.2 | -1.6 | 11.9 | 1.3 | -1.0 | 22.6 | -1.2 | 2.3 | 1.9
O=C(COc1ccc(Br)cc1)Nc1ccncc1 | 17.9 | -1.3 | -2.2 | -0.4 | -8.5 | 1.6 | -5.2 | 3.9 | -3.8
COc1ccc2nc(C)cc(Nc3ccccc3O)c2c1 | -7.2 | -4.7 | 19.4 | -1.3 | -4.4 | 4.4 | -3.2 | 13.2 | -0.9
COc1ccccc1C(=O)N/C(=C\c1cn(C)c2ccccc12)C(=O)N1CCOCC1 | 0.0 | 4.2 | 14.2 | 1.6 | 14.8 | 25.2 | -3.3 | 29.8 | -3.8
COc1ccccc1CCNC(=O)CSc1nc(-c2ccco2)cc(C(F)(F)F)n1 | -5.2 | 1.0 | 16.5 | -0.2 | -1.5 | 20.4 | -2.0 | 76.2* | -0.9
CCOc1ccc2oc(C(=O)OCC(=O)NC3CCCC3)c(C)c2c1 | -1.1 | -3.8 | 24.4 | 2.0 | 26.3 | 10.3 | -0.5 | -21.3 | -1.8
COc1ccc(C(=O)Nc2ccc(-c3cn4ccsc4n3)cc2)cc1S(=O)(=O)N1CCOCC1 | -4.7 | 3.6 | 9.0 | 1.8 | -10.1 | 8.8 | 3.5 | 16.1 | 26.6*
COc1cccc(N2C(=O)C(CC(=O)Nc3ccc(F)cc3)N(C3CCCCC3)C2=O)c1 (stereo not given) | 12.1 | -0.1 | 23.7 | 2.6 | 19.4 | 18.2 | 0.2 | -20.0 | -10.9
NC(=O)CC(NC(=O)Cc1ccc(Br)cc1)c1ccc(N2CCCCCCC2)c([N+](=O)[O-])c1 (stereo not given) | 13.7 | 2.3 | 15.7 | 1.1 | 8.9 | 14.4 | 3.5 | -0.3 | -17.5
Cc1ccc(S(=O)(=O)N[C@@H](C)C(=O)OCC(=O)N2c3ccccc3NC(=O)C2(C)C)cc1 | 3.9 | -2.1 | 3.9 | -1.9 | -14.8 | -3.8 | -1.0 | 0.9 | 2.5
COc1cccc(CC(=O)OCC(=O)NC2(C#N)CCCC2)c1 | -5.7 | 0.4 | 26.3 | -0.3 | -0.8 | -13.6 | -2.0 | -29.6 | -0.8
CCOC(=O)c1c(CC(C)C)csc1NC(=O)COC(=O)c1ccc(O)cc1 | -6.3 | 8.3 | 5.0 | -2.1 | -9.4 | -15.0 | -0.1 | 43.3 | 25.2*
COc1ccccc1CCC(=O)Nc1ccc(OC)c(S(=O)(=O)N2CCOCC2)c1 | 8.4 | -1.7 | 21.1 | -1.2 | -5.3 | 5.4 | 0.3 | -6.2 | -3.6
CCOc1ccc(CCNC(=O)C2CCN(c3ccc(N4CCOCC4)nn3)CC2)cc1OCC | 6.6 | -2.7 | 12.6 | -0.8 | 16.2 | 0.1 | -1.5 | 1.1 | 0.6
O=C1Nc2ccc(Br)cc2C1=C1CCCCC1 | -5.6 | 1.3 | 24.4 | -0.8 | 49.0 | 8.7 | -4.7 | 17.0 | -4.5
CCOc1cccc(CNn2cnnc2)c1OCc1ccccc1 | -2.2 | -2.2 | 15.0 | -1.0 | 6.5 | 9.4 | -0.9 | 15.1 | 2.3
COC(=O)c1ccc(NC(=O)NC2CCCCC2)cc1 | 0.5 | -0.7 | 4.3 | 3.5 | 11.7 | 3.0 | -0.9 | -3.7 | -1.7
COc1ccc(-n2c(C)cc(C(=O)COc3ccc(-n4cnnn4)cc3)c2C)cc1 | -4.1 | 3.1 | 21.4 | -2.6 | 4.7 | 0.0 | -2.1 | -6.0 | -5.3
CCOCCCNC(=O)c1cn(C)c2ccc(S(=O)(=O)N3CCCC3)cc2c1=O | 4.8 | 0.5 | 11.3 | -1.4 | -9.0 | -6.2 | -2.0 | -7.7 | 0.4
O=C(CSc1nc(C(F)(F)F)cc(=O)[nH]1)Nc1cccc2ccccc12 | -3.5 | 4.0 | 0.3 | 0.4 | 13.4 | -4.3 | 1.1 | 5.3 | -6.0
O=C(COC(=O)CCNS(=O)(=O)c1ccc2c(c1)OCCO2)NC1CCCc2ccccc21 (stereo not given) | 7.0 | -4.9 | 2.8 | -0.6 | -10.3 | 8.8 | -1.6 | 21.9 | -0.2
O=C(O)CC1(CC(=O)Nc2ccc(F)c(Cl)c2)CCCCC1 | 1.3 | 1.4 | -6.6 | 1.4 | 15.4 | 6.5 | -1.9 | 1.4 | -1.8
O=C(OCC(=O)N1CCCCCC1)c1cccs1 | 4.6 | -3.4 | -7.2 | -1.0 | 10.2 | 22.0 | 0.5 | -59.6 | 1.3
Nc1ccc2c(c1)COC2=O | 0.4 | -0.5 | 8.9 | 3.3 | -8.5 | 1.7 | 2.9 | -10.2 | 0.7
CCN(CC)S(=O)(=O)c1cc(C(=O)OCC(=O)Nc2ccc(-c3nc4ccc(C)cc4s3)cc2)ccc1F | 14.4 | -2.4 | 16.0 | -3.5 | 10.6 | 6.3 | -2.4 | -93.7 | 8.6

No enrichment for hits. Share with any hit: about 8.2%.
